# Screens deposited in PubChem by Vanderbilt High Throughput Screening Facility.
# Cav32 inh = human Cav3.2 channel inhibition, primary screen | O95180 | Cav3.2-expressing cells, Fluo-4 calcium fluorescence FDSS; stronger effect = lower value | B-score at 10 µM | 4% of 100,000 active;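 active = single-dose well whose peak fluorescence ratio is a statistical outlier from its plate by either plate-standardised score or position-corrected B-score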
# Target sequence (O95180 whole entry, looked up): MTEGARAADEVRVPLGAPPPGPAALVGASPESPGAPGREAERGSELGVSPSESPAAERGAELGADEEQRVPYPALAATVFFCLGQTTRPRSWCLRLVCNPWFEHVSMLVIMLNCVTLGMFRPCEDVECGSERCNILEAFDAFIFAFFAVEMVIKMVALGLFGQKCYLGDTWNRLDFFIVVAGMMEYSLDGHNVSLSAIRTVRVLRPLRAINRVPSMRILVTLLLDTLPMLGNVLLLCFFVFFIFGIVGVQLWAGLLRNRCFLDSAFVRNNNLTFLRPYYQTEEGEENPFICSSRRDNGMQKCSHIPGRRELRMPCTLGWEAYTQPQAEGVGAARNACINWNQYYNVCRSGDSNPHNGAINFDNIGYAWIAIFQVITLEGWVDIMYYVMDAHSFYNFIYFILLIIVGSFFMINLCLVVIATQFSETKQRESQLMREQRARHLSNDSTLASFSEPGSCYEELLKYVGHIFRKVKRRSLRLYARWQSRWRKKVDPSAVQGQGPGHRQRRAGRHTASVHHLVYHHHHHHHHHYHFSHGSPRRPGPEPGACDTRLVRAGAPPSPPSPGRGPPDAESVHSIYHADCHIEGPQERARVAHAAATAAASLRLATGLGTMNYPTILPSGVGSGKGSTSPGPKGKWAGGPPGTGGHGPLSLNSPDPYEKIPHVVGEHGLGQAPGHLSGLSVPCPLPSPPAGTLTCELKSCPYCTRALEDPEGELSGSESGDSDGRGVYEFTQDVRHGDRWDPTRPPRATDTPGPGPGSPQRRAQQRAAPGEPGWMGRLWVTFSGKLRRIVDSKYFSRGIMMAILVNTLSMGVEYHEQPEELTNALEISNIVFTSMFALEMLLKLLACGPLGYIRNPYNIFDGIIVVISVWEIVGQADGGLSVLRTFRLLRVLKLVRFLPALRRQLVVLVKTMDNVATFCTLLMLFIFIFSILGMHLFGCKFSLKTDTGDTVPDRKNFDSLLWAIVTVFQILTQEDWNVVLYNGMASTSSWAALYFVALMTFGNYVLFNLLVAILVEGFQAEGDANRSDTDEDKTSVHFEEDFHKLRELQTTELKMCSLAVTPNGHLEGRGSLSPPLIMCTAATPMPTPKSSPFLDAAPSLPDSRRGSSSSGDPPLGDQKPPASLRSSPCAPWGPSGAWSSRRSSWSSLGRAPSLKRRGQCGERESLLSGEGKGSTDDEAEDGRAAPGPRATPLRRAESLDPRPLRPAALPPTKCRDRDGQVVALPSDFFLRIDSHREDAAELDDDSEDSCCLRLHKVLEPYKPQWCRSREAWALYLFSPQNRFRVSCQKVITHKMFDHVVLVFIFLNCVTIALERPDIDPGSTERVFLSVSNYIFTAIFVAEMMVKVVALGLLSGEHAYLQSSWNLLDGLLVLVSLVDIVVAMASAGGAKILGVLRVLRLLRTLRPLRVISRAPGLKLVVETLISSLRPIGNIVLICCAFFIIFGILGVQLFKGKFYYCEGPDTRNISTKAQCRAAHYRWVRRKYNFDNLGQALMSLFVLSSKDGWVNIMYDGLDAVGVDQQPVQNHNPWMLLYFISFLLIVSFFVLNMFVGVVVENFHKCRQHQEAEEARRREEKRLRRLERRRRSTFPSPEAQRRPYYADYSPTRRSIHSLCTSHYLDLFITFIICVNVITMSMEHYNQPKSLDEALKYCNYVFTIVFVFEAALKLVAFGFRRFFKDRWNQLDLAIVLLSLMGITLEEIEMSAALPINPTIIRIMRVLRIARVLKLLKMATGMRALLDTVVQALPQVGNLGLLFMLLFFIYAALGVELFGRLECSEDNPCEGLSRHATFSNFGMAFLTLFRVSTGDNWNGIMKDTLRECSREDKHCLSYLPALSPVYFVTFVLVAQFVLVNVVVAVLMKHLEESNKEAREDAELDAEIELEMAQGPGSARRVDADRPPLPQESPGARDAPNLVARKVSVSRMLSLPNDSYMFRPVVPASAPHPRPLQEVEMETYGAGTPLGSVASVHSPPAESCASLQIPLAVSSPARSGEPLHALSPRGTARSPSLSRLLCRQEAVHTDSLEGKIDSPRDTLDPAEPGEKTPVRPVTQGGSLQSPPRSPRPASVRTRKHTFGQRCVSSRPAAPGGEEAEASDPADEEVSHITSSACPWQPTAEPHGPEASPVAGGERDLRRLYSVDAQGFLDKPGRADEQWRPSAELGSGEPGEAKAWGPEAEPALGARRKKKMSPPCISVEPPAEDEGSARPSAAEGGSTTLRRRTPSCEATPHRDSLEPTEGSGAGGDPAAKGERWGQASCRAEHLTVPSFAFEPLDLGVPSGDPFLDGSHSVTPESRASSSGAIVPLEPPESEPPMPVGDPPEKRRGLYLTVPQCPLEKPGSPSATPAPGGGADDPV
# Active calls of the source: *. The list is partial; count on the stated rates, not on these rows.
SMILES	Cav32 inh
COc1ccc(-n2ncc3c(Nc4cccc(C)c4)ncnc32)cc1	0.0535
COc1ccc(S(=O)(=O)Nc2ccc3c(c2)OCO3)cc1C(=O)O	-0.701
Cc1ccc2sc3ccc(NC(=O)c4ccccc4Cl)cc3c(=O)c2c1	-1.98
O=C(Nc1ccc2c(c1)CCC2)C1CCN(c2ncccn2)CC1	0.0143
O=S(=O)(c1cnccc1N1CCN(/N=C/c2ccc(Br)cc2)CC1)N1CCCCC1	-0.791
Cc1c(N2C(=O)CS/C2=N\N=C\c2ccccc2O)c(=O)n(-c2ccccc2)n1C	0.683
CCOc1ccc(Br)cc1-c1noc(-c2cccs2)n1	0.429
CCOC(=O)c1cc(-c2ccc(C)o2)nn1CCC#N	0.881
O=C(CSc1ncnc2c1nnn2-c1ccc(F)cc1)NCc1ccco1	1.28
C=C1CCN([C@@H](CC(C)C)C(=O)Nc2ccc(OC)cc2)S(=O)(=O)c2ccccc21	-1.27
CN(C)CCCCCNCCCNC(=O)/C=N\O	0.334
Cc1cc2cc(CN(CC3CCCO3)C(=O)c3cnccn3)c(=O)[nH]c2cc1C (stereo not given)	0.0579
O=C(CN1CCN(c2ccccn2)CC1)N1c2ccccc2CCc2ccccc21	-1.56
CCC(C(=O)Nc1nc(C)cs1)c1ccccc1 (stereo not given)	-3.38
CCOc1cc2c(cc1OCC)C(C(=O)O)C(c1ccc(OC)c(O)c1)N(C)C2=O (stereo not given)	0.616
CCCCOc1ccccc1C1NC(=O)NC(C)=C1C(=O)OCCOCC (stereo not given)	-0.27
OC(COc1ccc2c(c1)CCC2)CN1CCN(c2ccccc2F)CC1 (stereo not given)	-2.92
CC1(C)Oc2ccc3ccc(=O)oc3c2/C(=C/NCCO)C1=O	0.582
O=S(=O)(N[C@@H]1C[C@H]2CC[C@@H]1C2)c1cccs1	0.742
O=C(N[C@@H](Cc1ccccc1)C(=O)O)c1cccnc1	-0.881
COc1ccc(C2C(C(=O)N3CCC(C)CC3)c3ccccc3C(=O)N2C)cc1 (stereo not given)	0.416
O=C(Nc1ccc2nc(C3CC3)n(Cc3ccc(F)cc3)c(=O)c2c1)c1ccco1	-2.41
Cc1ccc(NC(=S)NC(NC(=O)c2ccccc2C)C(Cl)(Cl)Cl)c(C)c1 (stereo not given)	-7.11*
Cc1cc(C)cc(SCc2noc(C(=O)NCCC(C)C)c2C(=O)NCCC(C)C)c1	-0.262
COc1cc(OC)cc(-c2nnc(SCc3cccnc3)o2)c1	-1.38
CCN(CC)C(=O)C(=O)Nc1cc(C(F)(F)F)ccc1Cl	-1.45
Cc1cc(C)nc(NCC(O)COc2ccccc2C)n1 (stereo not given)	-1.05
CC1=C(CO)C(=O)OC([C@@H](C)C2CC[C@H]3C4C[C@H]5O[C@]56[C@@H](O)C=CC(=O)[C@]6(C)C4CC[C@]23C)C1 (stereo not given in full)	0.352
CCOC(=O)c1cnc(-n2nc(C)cc2C)nc1N1CC(C)OC(C)C1 (stereo not given)	0.56
CCOC(=O)N1CCN(C(=O)c2ccc3c(=O)n(CCc4ccccc4)c(=O)[nH]c3c2)CC1	1.04
Clc1cc(Cl)c2nc(N3CCCCC3)sc2c1	0.18
Cc1cc(NC(=O)CCN2C(=O)C3C4C=CC(C4)C3C2=O)c2ccccc2n1 (stereo not given)	-0.585
COc1ccc(OC)c2sc(NC(=O)c3ccc(S(=O)(=O)N4CCOCC4)cc3)nc12	0.445
Cc1ccc(-c2noc(CN(C(=O)c3cccs3)C(C)C)n2)cc1	-1.64
Cc1c(NC(=O)CC(=O)Nc2c(C)n(C)n(-c3ccccc3)c2=O)c(=O)n(-c2ccccc2)n1C	0.381
O=C(CCc1ccc(S(=O)(=O)NC2CCCCC2)cc1)NCc1ccccc1	-2.7
Cc1nc2c(C)cccn2c1C(=O)c1ccccc1	-0.00742
Cc1ccc(OCC(=O)c2cc(C)c(C)cc2C)c([N+](=O)[O-])n1	-0.583
O=C(NCCCn1ccnc1)c1cccc(S(=O)(=O)Nc2ccccc2F)c1	1.8
CCO[C@@H]1OC(C(=O)Nc2ccccc2)=C[C@H](c2coc3ccccc3c2=O)[C@H]1CCCO	-0.0944
N#CCC(=O)Nc1ccccc1C(=O)O	-0.91
O=C(N/N=C/c1ccc(OC(=O)c2cccs2)cc1)c1cccc(F)c1	0.991
O=C(Nc1ccc2c(c1)ncn2C1CCCCC1)c1ccco1	0.21
CCC/C(O)=C1\C(=O)CC(c2ccccc2)CC1=NCCc1c(C)[nH]c2ccc(C)cc12 (stereo not given)	-1.12
Cc1ccc(C(=O)CCC(=O)Nc2cccnc2)cc1C	0.352
CN(C)c1ccc(-n2cccc2/C=C2/SC(=Nc3ccc(F)cc3)NC2=O)cc1	-0.307
Cc1ccc(NC(=O)CN(c2cc(C)cc(C)c2)S(=O)(=O)c2c(C)noc2C)nc1	-4.5*
Cc1ccc(N2CC(C(=O)Nc3cccnc3)CC2=O)cc1 (stereo not given)	0.872
c1ccc(-c2nc3ccccc3nc2N2CCOCC2)cc1	-0.728
CN1C(=O)CC(C(=O)O)SC1=Nc1cccc(C(F)(F)F)c1 (stereo not given)	0.0623
COc1ccc2c(c1)CCCC21NC(=O)N(CC(N)=O)C1=O (stereo not given)	-0.218
CCCCCn1c(CCNC(=O)CCC)nc2ccccc21	0.03
Cc1cc(NC(=O)c2cc3n(n2)C(C(F)(F)F)CC(c2ccco2)N3)n(-c2ccccc2)n1 (stereo not given)	0.0851
CCn1c(SCC(=O)N2CCCc3ccccc32)nnc1-c1cccs1	0.66
O=C(Nc1nc2c(s1)CCCC2=O)c1cnccn1	-2.09
Brc1ccc(C2=CC(c3ccco3)n3ncnc3N2)cc1 (stereo not given)	-4.77*
CCOc1ccc(CCNC(=O)CCc2nc(-c3ccc(C)cc3)no2)cc1OCC	0.0573
O=c1[nH]c2cccnc2n1Cc1ccccc1	-0.0076
Cc1ccc(N(CC(=O)N2CCn3c2nc2ccccc23)S(=O)(=O)c2c(C)n[nH]c2C)cc1	0.55
CCC(=O)c1ccc(CCCCCC(=O)O)s1	0.205

# Five entries already listed, ordered by number of heavy atoms, ascending.
SMILES	Cav32 inh
Cc1ccc(OCC(=O)c2cc(C)c(C)cc2C)c([N+](=O)[O-])n1	-0.583
O=C(CCc1ccc(S(=O)(=O)NC2CCCCC2)cc1)NCc1ccccc1	-2.7
Cc1ccc(NC(=O)CN(c2cc(C)cc(C)c2)S(=O)(=O)c2c(C)noc2C)nc1	-4.5*
COc1ccc(OC)c2sc(NC(=O)c3ccc(S(=O)(=O)N4CCOCC4)cc3)nc12	0.445
CCO[C@@H]1OC(C(=O)Nc2ccccc2)=C[C@H](c2coc3ccccc3c2=O)[C@H]1CCCO	-0.0944

# Further entries follow.
SMILES	Cav32 inh
O=C(NCCOc1ccccc1)c1ccccc1	0.328
CCCCC1OC23CCCCC2C(C#N)(C(=N)O3)C1(C#N)C#N (stereo not given)	-0.963
CO/N=C(/CS(=O)Cc1ccccc1Cl)c1ccc(Cl)cc1Cl (stereo not given)	-3.04
O=C(c1cccs1)N1CCN(C(=O)C2CCCO2)CC1 (stereo not given)	0.0458
Cn1c(=O)c2c(nc(SCC(=O)N3CCCCCC3)n2C)n(C)c1=O	0.557
CC(Oc1ccc(Cl)cc1Cl)C(=O)Nc1ccc(N2CCN(C)CC2)cc1 (stereo not given)	0.00141
O=C(NCc1ccco1)c1cc(-c2cccs2)on1	0.483
O=C(NCCCN1CCOCC1)C1CCC(=O)N1CCc1ccccc1 (stereo not given)	-1.16
O=C(NCc1ccccc1Br)c1ccco1	0.168
CN1CCN(CC#CC2(O)CCCCC2)CC1	0.299
COc1ccc(S(=O)(=O)N2CCN(C3CCCCCCC3)CC2)cc1	0.144
O=C(Nc1ccc(CN2CCOCC2)cc1)c1cccs1	-0.0357
CCCCCn1c(=O)[nH]c2cc(C(=O)NCCCN3CCC(C)CC3)ccc2c1=O	1.47
CN1CCN(C2=Cc3ccccc3Sc3cc(F)c(F)cc32)CC1	0.904
CCOc1ccc(NS(=O)(=O)c2cc(Cl)ccc2OC)cc1	-3.1
COC(=O)c1ccccc1NC(=O)Cc1ccccc1OC	0.29
CCOC(=O)N1CCN(c2c(NCCCN(C)c3ccccc3)c(=O)c2=O)CC1	0.635
N=c1n(CCOc2ccccc2)c2ccccc2n1CCN1CCOCC1	0.242
Cc1ccc(C(=O)N2CCN(C3c4cccc5cccc(c45)C3NS(=O)(=O)c3ccccc3)CC2)cc1 (stereo not given)	-1.33
CCCc1cc(=O)oc2cc(OCc3nn[nH]n3)ccc12	0.013
CC(=O)C1C(c2ccc3ncccc3c2)NC(=O)NC1(O)C(F)(F)F (stereo not given)	0.869
Cc1cc(C)c2c(C)nn(-c3ccccc3)c2n1	-0.735
O=C1C=C(c2ccccc2)OC2(CCCC2)O1	-0.14
CCOC(=O)C1=C(C)NC2(O)c3ccccc3C(=O)C12O (stereo not given)	-0.373
Cc1cc([N+](=O)[O-])nn1CC(=O)NCc1cccs1	-0.723
CC(c1nnnn1C1CCCCC1)N(Cc1ccccc1)Cc1cccnc1 (stereo not given)	-1.29
CCc1nc(OCCN(CC)CC)c2oc3ccccc3c2n1	1.48
O=C(CNC(=O)c1cccs1)OCC(=O)c1cccs1	-0.567
COc1ccc(-c2csc(NC(CO)c3nc4ccccc4n3CCCO)n2)cc1 (stereo not given)	-0.0147
O=C1Cn2c(nc3ccccc32)N1c1cccc(C(F)(F)F)c1	0.254

# Some of these compounds in order of their number in Cav32 inh, largest number first.
SMILES	Cav32 inh
Cn1c(=O)c2c(nc(SCC(=O)N3CCCCCC3)n2C)n(C)c1=O	0.557
COC(=O)c1ccccc1NC(=O)Cc1ccccc1OC	0.29
O=C(NCc1ccccc1Br)c1ccco1	0.168
Cc1cc(C)c2c(C)nn(-c3ccccc3)c2n1	-0.735
Cc1ccc(C(=O)N2CCN(C3c4cccc5cccc(c45)C3NS(=O)(=O)c3ccccc3)CC2)cc1 (stereo not given)	-1.33

# Next section
SMILES	Cav32 inh
Cc1ccc(C(=O)COC(=O)c2cc(Cl)nc3ccccc23)cc1C	-2.01
CCCc1cc(=O)[nH]c(SCC(=O)N(Cc2ccccc2)C(C)C)n1	0.848
O=C(CN1C(=O)NC2(CCCCCCC2)C1=O)NCc1ccc2c(c1)OCO2	-0.742
CCCCCCc1c(O)nc(SCC(=O)O)[nH]c1=O	-0.419
CCCc1cc2c(=O)c(-c3ccccn3)c(C)oc2cc1O	0.0124
O=c1cc(N2CCN(c3ccc(F)cc3)CC2)[nH]c(=O)n1C1CCCCC1	0.223
CCOC(=O)Cc1cc(=O)n(-c2nc3ccccc3s2)[nH]1	0.117
Cn1c(=O)c2nc(-c3ccccc3)oc2c2ccccc21	-1.93
CCOC(=O)N1CCN(C(=O)CNCc2cccs2)CC1	-1.77
O=C(Nn1cnnc1)c1ccccc1CCc1ccccc1	0.404
COC(=O)c1cc(Br)c(=O)n(CCc2ccc(O)cc2)c1	1.88
C=CCn1c(-c2ccco2)n[nH]c1=S	-0.538
c1ccc(CN2c3ccccc3-c3nc4ccccc4n3C2c2ccccn2)cc1 (stereo not given)	-6.59*
CC(C)CNS(=O)(=O)c1ccc2c(c1)OCCO2	0.371
CCCOc1nc2c(c(=O)n(C)c(=O)n2C)n1CCC	0.0212
Fc1ccc(C(c2nnnn2Cc2cccs2)N2CCN(c3ccccc3)CC2)cc1 (stereo not given)	-5.82*
O=S(=O)(c1cc(Cl)ccc1Cl)N1CCCC1	-0.242
Cc1cccc2c1nc(-c1ccccc1)n1nnnc21	0.364
COC(=O)CCCC1=CC2=CC(=O)C(C)(OC(=O)c3cccs3)C(=O)C2=CN1Cc1ccco1 (stereo not given)	0.453
CC1(C(=O)NCCN2CCOCC2)C=CCN1C(=O)c1ccccc1 (stereo not given)	-1.1
Cc1nn(-c2ccc(C(=O)O)cc2)c(=O)c2ccccc12	0.143
O=c1oc2cc(Cl)ccc2n1CSc1nc2ccccc2s1	-3.77
CCOC(=O)Nc1nnc(CCc2ccccc2)s1	0.78
COc1ccc(C)cc1NC(=O)c1nnn(CCc2ccccc2)c1N	-0.0267
O=C(CSc1nnc(C2COc3ccccc3O2)o1)NC1CCCCC1 (stereo not given)	-0.432
O=C1C[C@@H](c2ccc(O[C@@H]3O[C@H](CO)[C@@H](O)[C@H](O)[C@H]3O)cc2)Oc2cc(O)ccc21	0.537
O=C(CN1C(=O)CCS(=O)(=O)c2ccccc21)Nc1ccc2c(c1)OCCO2	-0.033
CSc1nc(Sc2ccccc2Cl)c2ccccc2n1	-0.604
Cc1cccc(-n2nnnc2SCC(=O)NCCN2C(=O)CSC2=O)c1	0.0941
COc1ccc(NC(=O)CSc2nc(C)cs2)cc1OC	1.13
CC1CCN(C(=O)CSc2nncn2-c2ccccn2)CC1	0.187
O=C(Oc1cccc(-n2cnnn2)c1)C1CCCCC1	0.895
O=C(CSc1nc2ccccc2o1)Nc1nc2ccccc2s1	0.51
O=C(NCc1ccc(Cl)cc1)c1ccc(Cn2cc(C(F)(F)F)ccc2=O)cc1	-5.7*
CCOc1cc(C#N)c(NC(=O)c2ccco2)cc1OCC	0.296
Cc1ccc(S(=O)(=O)N(C)Cc2cc3ccccc3[nH]c2=O)cc1	-0.0207
Cc1cccc(NC(=O)c2c(F)c(F)c(F)c(F)c2F)c1	-0.765
COC(=O)c1cc(NC(=O)CN2CCC(C(N)=O)(N3CCCCC3)CC2)cc(C(=O)OC)c1	0.801
CC1(C)Cc2c(sc3c2c(=N)n(Cc2ccco2)c(=O)n3Cc2ccc(F)cc2)CO1	-2.5
CCOc1ccc(S(=O)(=O)N(CC(=O)N/N=C/c2ccc(-c3ccc([N+](=O)[O-])cc3)o2)c2ccccc2)cc1	-1.35
